Bioassay records deposited in PubChem by National Center for Advancing Translational Sciences (NCATS).
KDM5B inh – KDM5B demethylase inhibition. KDM5B demethylase, FDH-coupled NADH fluorescence (FDH is formaldehyde dehydrogenase). 2.6% of 220,000 active. Potency, µM (highest dose often 57.7 µM), without a hit: top-dose activity change, negative = inhibition, actives largely listed as inhibitors. AID 1347165; active = well fitted inhibition curve with a large enough effect; inconclusive = small, poorly fitted or top-dose-only effect; inactive = no such curve, though single readings can be large or run the other way; also: 0% is about no effect; nearly all actives have a fitted effect of over 70% in size
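Measured: NADH fluorescence change, 30 min, RT. System: KDM5BΔAP 200 nM final, H3K4me3 peptide, α-KG, Fe(II), ascorbate, NAD⁺ plus FDH, pH 7.5 HEPES. Compounds: titrated, 10 min pre-incubation with enzyme.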
* hit, by the source's call; ? = inconclusive; & = joins results of further samples; [ ] = another dose, or the depositor's remark. Potency is read from the fitted curve at half-maximal effect.

KDM5B inh | Compound
? | CCN(CC)Cc1cnc2c(C(=O)N3CCC(N(C)C)C3)cnn2c1 (stereo not drawn)
? | CCOC(=O)Cn1c(=O)cc(C(F)(F)C(F)(F)F)c2c(C)nn(CC)c21
13.3% | COc1ccc(CNC(=O)C2Cc3ccccc3S2)cc1OC (stereo not drawn)
13.2% | CC1CCCN(C(=O)c2ccc(Br)c(S(=O)(=O)N3CCOCC3)c2)C1 (stereo not drawn)
? | CCCc1ccc(-c2cc(C(=O)Nc3cccnc3)c3ccccc3n2)cc1
-8.5% | O=S(=O)(NCC1CN(Cc2ccccc2)CCO1)c1ccccc1 (stereo not drawn)
-0.3% | Cc1cccc(C(=O)Nc2ccc(C(=O)Nc3ccc(O)cc3)cc2)c1
7.8%[149 µM] | NCc1ccc(-c2ccc(F)cc2)cc1
24.0% | O=C(CSc1nnc2ccc(-c3ccccc3)nn12)NCc1ccc2c(c1)OCO2
32.2%[activator] | CN1CCN(C(=O)c2ccc(S(=O)(=O)Nc3ccccc3)cc2)CC1
-39.6% | O=C(NCC(c1cccs1)S(=O)(=O)c1cccs1)c1cccc(F)c1 (stereo not drawn)
-31.0% | Cc1ccc(C(=O)NCc2ccc(N(C)C)cc2)cc1NC(=O)c1nsc2ccccc12
-8.9%[86.2 µM] | CN1[C@@H](CCC(=O)NCc2cccs2)CNC(=O)[C@@H]2[C@H]1CCN2CC(C)(C)C
29.2%[86.2 µM] | COC(=O)[C@@H](C)NC(=O)[C@H]1CN(C(=O)c2cccnc2)CCN1C(=O)c1cccs1
-6.3% | O=C(CN1CCCC1=O)N1CCN(Cc2ccccc2)CC1
15.0% | CCCNc1c(NC(=O)C2CCC(C)CC2)c(=O)oc2ccccc12 (stereo not drawn)
13.9% | Cc1noc(C)c1[S+](=O)([O-])N1CCC(c2nn(-c3ccccc3)c(=O)[nH]2)CC1
1.7% | CCOC(=O)c1ccc(NC(=O)C2CCN(S(=O)(=O)c3ccc4c(c3)CCCC(=O)N4)CC2)cc1
5.4% | O=C(NCc1ccc(CN2CCCCC2)cc1)c1ccc(F)cc1Br
-7.8% | COc1cccc(-c2noc(CC3CCN(C(=O)c4cccc(Cl)c4)CC3)n2)c1
25.3%[115 µM] | CC(C)C(=O)N[C@H]1[C@H](O)[C@H](O)C[C@@H]1c1cccnc1
? | Cc1ccc(S(=O)(=O)c2nnn3c2nc(NC(C)C)c2sccc23)cc1
-9.5% | COc1ccc(NC(=O)CSc2nc3ccccc3nc2N2CCCC2)cc1
? | COc1ccc(CCNC(=O)Cn2c(=O)c3cccn3c3ccc(F)cc32)c(OC)c1
14.4% | O=S(=O)(NCc1ccccc1)NCc1noc(C2CCCO2)n1 (stereo not drawn)
-12.2% | Cc1ccc(CN2CCC(CNS(=O)(=O)c3csc(C(N)=O)c3)CC2)cc1
-9.4% | COc1ccc(NC(=O)CS(=O)c2ccc(F)cc2)cc1 (stereo not drawn)
-15.6% | COc1ccccc1CCNC(=O)Cn1c(=O)oc2ccccc21
? | COc1ccc(-c2cc3c(=O)n(CCNC(=O)c4ccc(F)c(F)c4)ccn3n2)cc1
4.0% | COc1ccccc1CNC(=O)CCn1c(=O)c2ccccc2n(CC(=O)Nc2cc(Cl)ccc2C)c1=O
-1.7% | CS(=O)(=O)c1ccc(CN2CCCC(Cc3nc4ccccc4[nH]3)C2)cc1 (stereo not drawn)
-12.5% | Cc1ccc(O)c(NC(=O)CCSc2nc(-c3ccco3)cc(C(F)(F)F)n2)c1
-0.6%[115 µM] | O=C1Nc2ccccc2CNC12CCN(Cc1ccc(Cl)cc1)CC2
2.1% | CC(=O)Nc1ccc(NC(=O)CC2Sc3ccc(C(F)(F)F)cc3NC2=O)cc1 (stereo not drawn)
13.5% | O=C(NC1CCCN(c2cc(N3CCCC3)ncn2)C1)c1cccs1 (stereo not drawn)
-16.2% | Cc1nn(CC(=O)NCc2cc(F)ccc2F)c(=O)c2nc(C(C)C)sc12
? | O=C(/C=C1\C(=O)Nc2ccccc21)/C=C1\C(=O)Nc2ccccc21
-18.7% | COc1ccc(-n2c(C(C)NC(=O)OCc3ccccc3)nc3cccnc32)cc1 (stereo not drawn)
5.62µM* | COc1ccc(-c2cc(-c3ccc(F)cc3)cn3cncc23)cc1
-8.3% | COc1ccc(C(=O)N2CCN(C(=O)COc3ccc(C)cc3)CC2)cc1OC
23.5% | COc1cccc(CNC(=O)CCC2CCN(S(=O)(=O)c3ccccc3)CC2)c1
-11.7%[86.2 µM] | CC(=O)N1CCC2(CC1)OC(=O)N(Cc1ccccc1F)C2(C)c1ccccc1 (stereo not drawn)
20.8% | CCOC(=O)Cn1cc(CN2C(C(=O)OC)CN(Cc3ccc(F)cc3)CCS2(=O)=O)nn1 (stereo not drawn)
-3.7% | O=C(Cc1ccsc1)N1CCC(Nc2cccnc2)C1 (stereo not drawn)
2.9% | O=C(NCCc1csc(-c2ccc(F)cc2)n1)c1ccco1
-1.8% | Cc1nc(C)c(C(=O)N2CCC3(CC2)CC(N2CCOCC2)CCO3)s1 (stereo not drawn)
0.2% | O=C(c1nn(Cc2ccccc2)c(=O)c2ccccc12)N1CCN(c2ccccc2O)CC1
-22.2% | CCc1ccccc1NC(=O)C(=O)c1c[nH]c2ccccc12
-19.6% | CCc1ccc(N(CC)C(=O)Cn2cnc3sc(C)c(S(=O)(=O)N4CCN(c5ncccn5)CC4)c3c2=O)cc1
-12.0% | O=C(CN1CCCC1c1ccc2c(c1)OCCO2)NC(=O)Nc1ccccc1 (stereo not drawn)

Shown field by field: three of the compounds above.
O=C(/C=C1\C(=O)Nc2ccccc21)/C=C1\C(=O)Nc2ccccc21
  KDM5B inh: ?

O=C(CN1CCCC1c1ccc2c(c1)OCCO2)NC(=O)Nc1ccccc1 (stereo not drawn)
  KDM5B inh: -12.0%

O=C(NC1CCCN(c2cc(N3CCCC3)ncn2)C1)c1cccs1 (stereo not drawn)
  KDM5B inh: 13.5%

Further entries:
KDM5B inh | Compound
1.7% | CCCCc1nn(CC(=O)N2CCOC(c3ccccc3)C2)c(=O)n1CC (stereo not drawn)
-4.0% | COCCn1c(N2CCC(C)CC2)nc2c1c(=O)[nH]c(=O)n2C
? | COC(=O)c1c(-c2cccs2)csc1NC(=O)COc1ccc(C(C)(C)C)cc1
6.7% | COc1ccc(C2=C(C)C(N3CCC(C(=O)NC4CCCCC4)CC3)=NS2(=O)=O)cc1
-23.6% | CC(C)Cn1c(=O)c2ccccc2n2c(CCC(=O)Nc3ccc(F)cc3)nnc12
30.9% | Cc1noc(C)c1S(=O)(=O)N1CCc2nnc(C3CC3)n2CC1
5.2%[86.2 µM] | C[C@H](O)c1onc(-c2ccccc2)c1C(=O)N1CCN(C)CC1
-2.7% | C=CCNc1nc(CC)nc2c1CCN(C(=O)c1cn(C)nc1C)CC2
18.1% | CCCn1c(SCC(=O)Nc2cc(C)on2)n[nH]c1=O
-3.6% | COCC(C)NC(=O)CCC1CCCO1 (stereo not drawn)
-8.3% | CCCCn1c(=O)[nH]c(=O)c2c1nc(COC(=O)Cc1ccccc1)n2CCC
-35.7% | COc1ccc(N2CCN(C(=O)C3CCN(S(=O)(=O)c4cccc5nonc45)CC3)CC2)cc1
-20.2% | Cc1ccc(CNC(=O)CCc2nnc3n(C)c(=O)c4sccc4n23)cc1
10.2% | Cc1ccc(C)c(C(=O)Nc2ccc(N(C)C)cc2)c1
11.7%[86.2 µM] | CC(C)(C)C(=O)N1CC[C@@H](CC(=O)O)[C@@H](CCN2CCN(c3ccc(F)cc3)CC2)C1
7.5% | CC(=O)c1ccc(NC(=O)CSc2nnc(Cc3cccn3C)n2-c2ccc(F)cc2)cc1
-5.5% | COc1ccc(N2CCN(CCCNC(=O)c3cnn(-c4ccc(F)cc4)c3-n3cccc3)CC2)cc1
3.6% | CC(OC(=O)c1cccc(S(=O)(=O)N2CCOCC2)c1)C(=O)c1c[nH]c2ccccc12 (stereo not drawn)
-14.2% | CCCNC(=O)N1CC(c2nc(CCOc3cccc(C)c3)no2)C1
? | O=C(Cc1cccn1-c1ccc(F)cc1)NCCN1CCc2ccccc2C1
? | Cc1cccc(NC(=O)CSc2nc3ccccc3nc2N2CCOCC2)c1C
-8.6% | CCc1ccc(C(=O)c2cn(CC(=O)Nc3ccc(F)cc3)c3ccc(OC)cc3c2=O)cc1
-26.6% | CN(Cc1ccc2nonc2c1)Cc1ccccc1OCC(O)CN1CCCCC1 (stereo not drawn)
3.2% | CCOc1ccc(CC(=O)N2CCN(C(=O)c3nnn4c3COC(c3ccc(C)cc3)C4)CC2)cc1 (stereo not drawn)
10.0% | COc1ccc(C)cc1NC(=O)CCc1ncc(-c2ccc(C)cc2)o1
22.4%&-18.1% | Cc1cc(C)c2oc(C(=O)Nc3ccc(S(=O)(=O)N4CCC(C)CC4)cc3)cc(=O)c2c1
22.2% | COc1ccc(CN2CCN(c3ncnc4c3CCC4)CC2CCO)c(C)c1C (stereo not drawn)
-10.2% | COc1ccc(CCNC(=O)CCc2c(C)nc3c(c(C)nn3-c3ccccc3)c2C)c(OC)c1
-6.6%[230 µM] | CNC(=O)c1cnn2c1CN(C(C)=O)CC2
? | Cc1cccc(-c2nc3c(cnn3-c3ccccc3)c(=O)n2-c2ccc(Cl)cc2)c1
-29.6% | O=C(Cc1cccc(Cl)c1)N1CCc2nc(C3CC3)nc(-c3ccc(Cl)cc3)c2C1
18.0% | O=C(N/N=C/c1cccc(Cl)c1Cl)C1CC1
-3.5% | CCOC(=O)c1c(C)[nH]c(C)c1S(=O)(=O)N1CCCC(C(=O)Nc2ccc(OC)c(Cl)c2)C1 (stereo not drawn)
-10.4% | Cc1cc(-n2c(C)nc3ccccc3c2=O)ccc1NC(=O)c1cccc([N+](=O)[O-])c1
-10.2% | OCC1(Cc2ccccc2)CCCN(Cc2ccccc2-c2ccco2)C1 (stereo not drawn)
? | Cc1ccc(OCC(=O)Nc2ccc3c(C)cc(=O)oc3c2)cc1C
6.6% | O=C(CSc1nnc(-c2ccc(Cl)cc2)o1)N1CCc2ccccc21
? | CCc1cccc(NC(=O)c2cc3c(=O)[nH]c4ccccc4c3n2C)c1
? | CCSc1oc(-c2cccs2)nc1S(=O)(=O)c1ccc(Br)cc1
5.3%[86.2 µM] | COCC(=O)N1CCn2c(nn(-c3ccncc3)c2=O)C1
? | COc1ccc(CCNC(=O)CCc2cn(Cc3ccc(C)cc3)c3ccccc23)c(OC)c1OC
24.3% | Cc1ccc(NC(=O)COC(=O)c2c(-c3ccccc3)noc2C)c(C)c1
-22.7% | CCN(CC)Cc1cnc2c(C(=O)NC(C)CO)cnn2c1 (stereo not drawn)
-13.1% | CCCn1c(Cl)nc2c1c(=O)n(C)c(=O)n2C
-28.8% | c1ccc(CCc2nc3nccc(-c4ccncc4)n3n2)cc1
15.2% | NC(=O)[C@H](Cc1ccc(O)cc1)NC(=O)[C@@]1(O)C[C@@H](O)[C@H](O)[C@@H](NC(=O)CC2(CC(=O)O)CCCC2)C1
-6.0% | Cc1cccc(OCC(=O)NCC2(N3CCN(C)CC3)CCCCC2)c1
-14.0% | COC(=O)CNC(=O)Cn1ccc2ccc(OCc3ccccc3)cc21
8.2% | OC1(c2cccc(C(F)(F)F)c2)CCN(Cc2nc(COc3ccccc3)no2)CC1
? | CC(=O)c1ccc(NC(=O)N2C[C@@H]3C[C@H](C2)c2ccc(NS(=O)(=O)Cc4ccccc4)c(=O)n2C3)cc1

Seven records picked at random from the list so far, as already listed:
KDM5B inh | Compound
? | CCSc1oc(-c2cccs2)nc1S(=O)(=O)c1ccc(Br)cc1
-2.7% | C=CCNc1nc(CC)nc2c1CCN(C(=O)c1cn(C)nc1C)CC2
? | COc1ccc(CCNC(=O)CCc2cn(Cc3ccc(C)cc3)c3ccccc23)c(OC)c1OC
15.0% | CCCNc1c(NC(=O)C2CCC(C)CC2)c(=O)oc2ccccc12 (stereo not drawn)
-6.6%[230 µM] | CNC(=O)c1cnn2c1CN(C(C)=O)CC2
18.1% | CCCn1c(SCC(=O)Nc2cc(C)on2)n[nH]c1=O
24.3% | Cc1ccc(NC(=O)COC(=O)c2c(-c3ccccc3)noc2C)c(C)c1

The results go on.
KDM5B inh | Compound
9.8% | COc1ccc(CNC(=O)c2ccc(C)cc2)cc1
? | O=C(c1cccn2nccc12)N1CCOCC1
-15.4% | O=C1NC[C@@H](CCC(=O)N2CCN(c3ccccc3)CC2)N2C[C@@H](NCc3ccccc3)C[C@@H]12
0.9% | O=C1CC(C(=O)Nc2cccc(F)c2)n2c(nc3ccccc32)N1 (stereo not drawn)
-5.8% | CC(=O)N1CCc2cc(CNS(=O)(=O)c3ccc(Cl)s3)ccc21
? | COCC1CN(C)CC12CCN(Cc1scnc1C)CC2 (stereo not drawn)
5.9% | Cc1ccc(NC(=O)CN(C)S(=O)(=O)c2ccc3nc(C)sc3c2)c(C)c1
6.3% | CC(C)C(=O)N1CCC(Oc2ncccc2C(=O)N2CCCCC2)C1 (stereo not drawn)
? | COc1ccccc1Cn1c(C2CC(=O)N(c3ccccc3OC)C2)nc2ccccc21 (stereo not drawn)
6.3% | Cc1cc(C)n2nc(SC(C)C(=O)Nc3ccc(F)cc3Cl)nc2n1 (stereo not drawn)
-25.5%[86.2 µM] | COc1ccc(CN2C(=O)[C@@H]3C[C@@H](CN3C)Oc3ccccc32)cc1
? | CCC(CC)C(=O)N1N=C(c2ccc(NS(C)(=O)=O)cc2)CC1c1ccccc1 (stereo not drawn)
? | CCOC(=O)c1ccc(/C=C/c2ccccn2)cc1
-11.4%[86.2 µM] | CN1C(=O)[C@@H]2C[C@@H](CN2C2CCOCC2)Oc2ccccc21
-11.7% | CCN(CC)CCNC(=O)c1ccc(CN2CC(=O)N3CCCC3C2=O)cc1 (stereo not drawn)
? | CCC1Oc2ccc(NC(=O)c3ccc(F)cc3F)cc2CN(Cc2ccc(Cl)cc2)C1=O (stereo not drawn)
4.7% | N#CC1(C(=O)Nc2ccc(Br)cc2)CCCC1

This is a subset; count on the stated rates, not on these rows.
